Assay outcomes as filed in PubChem.
GLP-1R inv ag: inverse agonists of human GLP-1 receptor; P43220; HEK293 GLP-1R CRE-luciferase, luminescence, 24 h; GLP-1R form is constitutively active; Potency, µM (titrated, usually from 38.3 µM), without a hit: top-dose activity change, negative = inhibition, usual class: inhibitors; 410,000 compounds, 1.6% hits; AID 624417; also: potency is read from the fitted curve at half-maximal effect; % is scaled to controls: 0 for no effect and ±100 for the full control effect; nearly all actives have a fitted effect of over 55% in size
Target sequence (P43220 whole entry, looked up): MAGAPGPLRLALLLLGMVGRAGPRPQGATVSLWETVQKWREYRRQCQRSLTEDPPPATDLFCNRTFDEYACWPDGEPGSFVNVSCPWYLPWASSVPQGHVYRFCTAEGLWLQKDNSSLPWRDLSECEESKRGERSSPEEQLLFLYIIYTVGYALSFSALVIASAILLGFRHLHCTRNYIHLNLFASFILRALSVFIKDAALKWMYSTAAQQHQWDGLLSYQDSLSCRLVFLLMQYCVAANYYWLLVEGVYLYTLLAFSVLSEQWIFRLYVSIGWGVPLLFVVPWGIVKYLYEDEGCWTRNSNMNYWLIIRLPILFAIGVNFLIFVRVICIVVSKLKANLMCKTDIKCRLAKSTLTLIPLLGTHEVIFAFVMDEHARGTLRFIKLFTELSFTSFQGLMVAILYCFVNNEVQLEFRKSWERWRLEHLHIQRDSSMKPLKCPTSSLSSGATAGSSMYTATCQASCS
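GLP-1R inverse agonism mode: basal reporter luminescence in engineered HEK293 cells measured after one day of compound exposure at 37 deg C, with a 12 min room-temperature detection step.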
TDP-43 yeast inh: TDP-43 toxicity inhibition in yeast; TDP-43 expressing yeast growth rescue, BacTiter-Glo, 24 h; Potency, µM (series often up to 46.1 µM), for the others: at the highest dose growth rescue (activation), actives largely listed as activators; 410,000 compounds, 1.8% hits; AID 652104; also: potency is read from the fitted curve at half-maximal effect; % of control where 0% means no effect; nearly all actives have a fitted effect of over 50% in size
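Growth rescue of TDP-43-toxic yeast measured as ATP luminescence (BacTiter-Glo). Cells grown to mid-log in raffinose, induced in galactose at OD600=0.02, exposed to compound 24 hr at 30 deg C.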
aSyn yeast inh: inhibitors of alpha-synuclein toxicity in yeast | 370,000 compounds, 0.14% hits | AID 652106 | Potency, µM (series often up to 46.1 µM), for inactives: at the top dose growth rescue (activation), most hits filed as activators | Yeast expressing alpha-synuclein, growth rescue, BacTiter-Glo, 24 h; also: potency is read from the fitted curve at half-maximal effect; % of control where 0% means no effect; nearly all actives have a fitted effect of over 65% in size
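Rescue of yeast growth: cells expressing toxic alpha-synuclein, induced in galactose at OD600 0.02, incubated with compound 24 h at 30 C. ATP luminescence quantified growth; inhibitors of toxicity appear as activators.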
Abeta rescue: compounds reversing amyloid beta toxicity in yeast. AID 1347071. Potency, µM (top dose mostly 46.1 µM), without a hit: at the top dose growth rescue, actives largely listed as activators. 410,000 compounds, 0.063% hits. yeast expressing A-beta42, growth rescue, OD600, 48 h; response scale: 0% DMSO, 100% iron-clioquinol control; also: potency is read from the fitted curve at half-maximal effect; nearly all actives have a fitted effect of over 55% in size
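Yeast growth medium received pinned compounds, then yeast cells expressing toxic A-beta were added; plates incubated at 30 C for 48 hr. Growth read as absorbance at 600 nm, normalized to DMSO and equimolar FeCl3 plus clioquinol controls.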
GLP-1R agonist: agonists of human GLP-1 receptor; P43220; HEK293 GLP-1R CRE-luciferase, luminescence, 4-6 h; cells express a hypersensitive GLP-1R form; Potency, µM (highest dose often 45.6 µM), for inactives: at the highest dose activation, most hits filed as activators; 380,000 compounds, 0.007% hits; also: potency is read from the fitted curve at half-maximal effect; % of control where 0% means no effect
FUS suppressor: suppressors of FUS proteinopathy in yeast. S. cerevisiae FUS-expressing, growth rescue, OD600, 24 h. Potency, µM (titrated, usually from 76.6 µM), for the others: top-dose growth rescue (activation), actives largely listed as activators. 390,000 compounds, 0.24% hits. AID 1347120;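 also: potency is read from the fitted curve at half-maximal effect; plate controls were DMSO vehicle for no effect and reference control for full effect; nearly all actives have a fitted effect of over 55% in size; some results filed as inactive show a strong effect at the top dose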
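Restored growth of FUS-toxic S. cerevisiae, read as 600 nm absorbance after 24 h at 30C in galactose medium (starting OD 0.005). Controls CP55940 and DMSO.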
DRD3 antagonist: antagonists of human D3 dopamine receptor; 360,000 compounds, 2.5% hits; D3R cells, DiscoveRx beta-arrestin luminescence, antagonist mode; hits give low values; max response, negative = inhibition, %; P35462; AID 652054; in the data active = max response below about -50%; inconclusive = no clear call, values can overlap the other calls; also: % is scaled to controls: 0 for no effect and ±100 for the full control effect; mostly tested at two doses, the higher about 12 µM
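Cells expressing the human receptor were seeded at 1500 cells/well, incubated overnight at 37 degrees C in 5% CO2, then exposed to library compounds with dopamine controls for 90 minutes at 37 degrees C before luminescent detection.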
pAkt inh: Akt phosphorylation inhibition | Neuro2A IGF-stimulated pAkt S473 HTRF, 20 min; hits give low values | activity change, % for hits at 50 µM | AID 651550 | 360,000 compounds, 0.32% hits; in the data active = activity change below about -80%; inconclusive = mostly about -51% to -80%; also: % is scaled to controls: 0 for no effect and ±100 for the full control effect
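Neuro2A cells in DMEM with 0.5% FBS, overnight at 37 deg C, given compound at single 50 µM final, then IGF (6 nM final) for 20 min at 37 deg C. Lysed; phospho-Akt Ser473 by HTRF after 24 h, 665/615 ratio.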
PTHR1 ag: PTHR1 (human) receptor agonism; Q03431; HEK293 GP2 PTHR1 cells, GloSensor cAMP luminescence, 1 h; Potency, µM (highest dose often 115 µM), for inactives: top-dose activation, usual class: activators; 410,000 compounds, 0.075% hits; AID 743266; also: potency is read from the fitted curve at half-maximal effect; nearly all actives have a fitted effect of over 55% in size; some results filed as inactive show a strong effect at the top dose; inactives centre near -15; many of its hits are not listed in these tables
Target sequence (Q03431 whole entry, looked up): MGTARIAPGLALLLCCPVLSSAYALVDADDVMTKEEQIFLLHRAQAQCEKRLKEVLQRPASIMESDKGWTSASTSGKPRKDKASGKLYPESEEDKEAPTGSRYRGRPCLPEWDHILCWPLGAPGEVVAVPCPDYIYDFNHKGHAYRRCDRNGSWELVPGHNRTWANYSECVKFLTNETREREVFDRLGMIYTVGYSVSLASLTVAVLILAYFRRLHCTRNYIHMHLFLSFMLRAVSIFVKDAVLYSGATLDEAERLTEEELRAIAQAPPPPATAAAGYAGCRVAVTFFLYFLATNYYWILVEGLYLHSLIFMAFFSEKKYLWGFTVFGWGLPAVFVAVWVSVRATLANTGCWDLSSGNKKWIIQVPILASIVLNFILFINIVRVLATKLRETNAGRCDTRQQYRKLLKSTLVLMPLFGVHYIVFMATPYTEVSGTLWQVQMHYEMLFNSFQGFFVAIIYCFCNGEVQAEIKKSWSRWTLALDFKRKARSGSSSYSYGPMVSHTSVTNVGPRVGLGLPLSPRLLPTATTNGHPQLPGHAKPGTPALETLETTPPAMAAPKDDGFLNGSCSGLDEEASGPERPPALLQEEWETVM
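HEK-293-derived GP2 cells expressing PTHR1 and a GloSensor cAMP reporter, 3,000/well, plated overnight, given luciferin plus IBMX (each 0.5 mM as added) for 1 h at 37 °C, then compound for 1 h at 37 °C. Luminescence was read after 15 min at room temperature.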
* = called active by the depositor; i = inactive; ? = inconclusive; . = no result given; [ ] = another dose, or the depositor's remark. Unless noted, calls follow the shape of the dose curve; as a rule, active = well fitted curve in the direction sought with a large enough effect; inconclusive = small, poorly fitted or top-dose-only effect, or another doubt; inactive = no such curve, though single readings can be large; an effect the other way counts as inactive or inconclusive.

SMILES | GLP-1R inv ag | TDP-43 yeast inh | aSyn yeast inh | Abeta rescue | GLP-1R agonist | FUS suppressor | DRD3 antagonist | pAkt inh | PTHR1 ag
CCCN1CN(Cc2ccccc2)CC2=C1CC(C)(C)CC2=O | -0.7% | -8.5% | -4.6% | -3.9% | -2.9% | 33.0% | -20.5 | i | -10.0%
N#Cc1ccc(S(=O)(=O)N2CCN(CN3C(=O)CC4(CCCC4)C3=O)CC2)cc1 | 9.0% | -1.3% | -7.3% | -2.9% | 1.7% | -40.2% | -14.6 | i | i
Cc1cc(C)c(S(=O)(=O)c2ccccc2)c(OC(=O)c2c(F)cccc2Cl)n1 | -18.7% | -0.1% | 11.2% | 14.6% | -12.7% | 17.7% | 6.9 | i | i
CCN(CC)Cc1ccccc1CNC(=O)c1cccc(S(=O)(=O)Nc2ccc3c(c2)OCO3)c1 | ? | 15.5% | 2.8% | 7.4% | -0.6% | 16.7% | 1.0 | i | -20.8%
COc1ccccc1NC(=O)NCCN1CCCCC1 | -7.3% | -2.4% | -0.3% | -17.9% | 3.6% | -19.3% | -10.6 | i | i
O=C(c1cc2n(n1)C(C(F)(F)F)CC(c1ccc(Cl)cc1)N2)N1CCCC1 (stereo unspecified) | -14.2% | 12.5% | 12.4% | 1.5% | 1.5% | 40.2% | -2.9 | i | -79.1%[inhibitor]
COC(=O)CCC(C)C1CCC2C3C(OC(C)=O)CC4CC(O)CCC4(C)C3CC(O)C12C (stereo unspecified) | ? | 18.9% | ? | 1.8% | 3.3% | ? | -12.3 | i | -1.5%
Cn1cc(CN(CCO)Cc2cccs2)c(-c2ccccc2F)n1 | -19.7% | -10.8% | -3.0% | 7.9% | -3.4% | 23.0% | -2.9 | i | -6.3%
C=Cc1ccc(Cn2c(C)c(CNCCc3ccc(OCC)cc3)c(C(=O)O)c2C)cc1 | -3.2% | 11.5% | . | -7.9% | . | 22.1% | . | . | i
O=C(NCc1c(Cl)cccc1Cl)c1ccc2nnsc2c1 | -1.4% | 9.0% | -2.0% | -14.1% | 3.9% | 5.1% | -6.5 | i | -8.0%
COc1ccccc1-n1c(SCC(=O)OC(C)C)nc2cccnc21 | -15.1% | 5.5% | 0.1% | 3.9% | 9.6% | -4.9% | 1.0 | i | -8.7%
N#Cc1sc(NCc2cccc(Cl)c2)nc1Cl | ? | 14.1µM* | 19.1% | 3.2% | 19.5% | 8.4% | ? | i | i

Molecules shown so far with a Cl atom, in the order listed:
SMILES | GLP-1R inv ag | TDP-43 yeast inh | aSyn yeast inh | Abeta rescue | GLP-1R agonist | FUS suppressor | DRD3 antagonist | pAkt inh | PTHR1 ag
Cc1cc(C)c(S(=O)(=O)c2ccccc2)c(OC(=O)c2c(F)cccc2Cl)n1 | -18.7% | -0.1% | 11.2% | 14.6% | -12.7% | 17.7% | 6.9 | i | i
O=C(c1cc2n(n1)C(C(F)(F)F)CC(c1ccc(Cl)cc1)N2)N1CCCC1 (stereo unspecified) | -14.2% | 12.5% | 12.4% | 1.5% | 1.5% | 40.2% | -2.9 | i | -79.1%[inhibitor]
O=C(NCc1c(Cl)cccc1Cl)c1ccc2nnsc2c1 | -1.4% | 9.0% | -2.0% | -14.1% | 3.9% | 5.1% | -6.5 | i | -8.0%
N#Cc1sc(NCc2cccc(Cl)c2)nc1Cl | ? | 14.1µM* | 19.1% | 3.2% | 19.5% | 8.4% | ? | i | i

The listing continues:
SMILES | GLP-1R inv ag | TDP-43 yeast inh | aSyn yeast inh | Abeta rescue | GLP-1R agonist | FUS suppressor | DRD3 antagonist | pAkt inh | PTHR1 ag
CCC(=Cc1ccc(CC)cn1)CC | 7.0% | -10.6% | 2.4% | -9.1% | 6.9% | -4.5% | 3.8 | i | i
O=C(NN=C1CCCCCC1)c1c[nH]c2ccccc12 | 7.5% | -15.9% | -5.5% | -10.3% | 2.6% | . | ? | i | ?
CC1=C(C(=O)Nc2ccccc2)C(c2ccncc2)C(C#N)=C(SCC(=O)NC(C)C)N1 (stereo unspecified) | 0.0% | 0.0% | 7.4% | -1.1% | -12.6% | 20.7% | -17.0 | i | i
O=C(OCC(=O)N1CCN(c2ccccc2)CC1)c1ccc[n+]([O-])c1 | -0.4% | 1.5% | -3.0% | -0.3% | 1.4% | 0.8% | -3.2 | i | -21.3%
CC(C)n1cc(CNC(=O)C2CCC(=O)N(Cc3ccccc3F)C2)cn1 (stereo unspecified) | -10.3% | 10.8% | 0.5% | 4.0% | -3.8% | -4.6% | 9.0 | i | i
COc1c[nH]n(C2CCCCC2)c(=O)c1=O | -2.1% | -32.0%[inhibitor] | 28.4% | -33.2%[inhibitor] | 3.0% | 1.4% | ? | . | -5.4%[57.5 µM]
Cc1cc(C)cc(NC(=O)Cn2c(=O)oc3cc(S(=O)(=O)N4CCC(C)CC4)ccc32)c1 | ? | 13.3% | 13.2% | 0.6% | -6.5% | 16.6% | -26.0 | i | -29.2%
CCCCNC(=O)C(C#N)c1nc2ccccc2nc1N1CCN(c2ccccc2F)CC1 (stereo unspecified) | 14.6% | -6.8% | 0.4% | 8.4% | -1.1% | -1.3% | -10.7 | i | i
CNC(=O)OCc1snc(-c2ccccc2)c1COC(=O)NC | 22.8% | 30.5% | -1.2% | -5.5% | 3.1% | 17.8% | 13.6 | i | -3.4%
COc1ccc(C(=O)c2cc([N+](=O)[O-])ccc2N2CCCC2)cc1 | ? | 0.7% | 1.0% | 5.1% | 14.9% | -5.4% | 6.7 | i | -20.3%
O=C(O)C1=C(C(=O)N2CCN(C(=O)c3ccco3)CC2)CCCC1 | 5.3% | -1.9% | 0.0% | 10.6% | -4.4% | 28.6% | -9.4 | i | i
Cc1cccc(CN2CCN(CC(=O)O)C2=O)c1 | 8.8% | -13.0% | 0.4% | -9.2% | -10.5% | -7.9% | -108.6* | i | -2.6%
Cc1noc(C)c1COc1ccc(C(=O)N2CCCC(C(F)(F)F)C2)cc1 (stereo unspecified) | -0.7% | 14.3% | -1.0% | 11.7% | 0.3% | 18.2% | 1.7 | i | -21.2%
CCOC(=O)c1sc(Nc2nc3cc4c(cc3s2)OCO4)cc1C | ? | 18.9% | 4.2% | 12.9% | -2.2% | -3.0% | 0.7 | i | -0.8%
Cc1cccc(N(C(=O)c2ccco2)C(C(=O)NC2CCCC2)c2cccnc2)c1C (stereo unspecified) | 1.4% | -5.0% | 1.4% | -2.4% | 9.8% | 18.8% | 3.6 | i | -0.9%
CN(C)CCNC(=O)C(=O)c1c(-c2ccccc2)cc2ccccn12 | -28.6% | -3.5% | 1.6% | 2.0% | 2.3% | 38.4% | 3.0 | i | i
Cn1c(=O)oc2cc(S(=O)(=O)N3CCC(C(=O)N4CC=C(c5ccccc5)CC4)CC3)ccc21 | -19.5% | -13.8% | 5.0% | -4.7% | 1.2% | 11.1% | 1.9 | i | i
Brc1ccc(-c2cn3ccccc3n2)s1 | ? | -28.1% | -13.0% | -30.3%[inhibitor] | -18.8% | 5.7% | -26.2 | i | -11.9%
O=c1[nH]c(C2CCN(S(=O)(=O)c3ccc4c(c3)OCCO4)CC2)nc2c1nnn2Cc1ccc(F)cc1 | -7.5% | -10.0% | -4.6% | 9.3% | 15.6% | ? | -5.1 | i | -15.5%
COC(=O)c1[nH]c2ccc(F)cc2c1NS(=O)(=O)c1ccc(F)c(C)c1 | ? | 21.3% | 10.2% | 15.1% | -4.4% | . | -23.2 | i | -66.8%[inhibitor]
CCC(=O)N1CCc2cc(S(=O)(=O)CCC(=O)N3CCN(c4cccc(Cl)c4)CC3)ccc21 | -5.2% | 0.0% | . | 3.3% | 0.2% | ? | . | . | -36.8%[inhibitor]
CCCc1ccc(OCCNC(=O)C2CCCCC2)cc1 | ? | -5.5% | 0.4% | 15.1% | 15.8% | 6.7% | -2.3 | i | -12.9%
Clc1ccc2nc(N3CCCCC3)sc2c1 | ? | 1.0% | 3.2% | -10.1% | 9.4% | 15.7% | 3.5 | i | -4.8%
O=C(CCc1nnc(CCCCc2ccccc2)o1)NCCN1CCOC1=O | -5.6% | 4.3% | 6.4% | 9.6% | 0.9% | -18.0% | 3.8 | i | -1.7%
O=C(Nc1ccc(Br)cn1)c1ccc([N+](=O)[O-])o1 | 83.8%[activator] | -90.2%[inhibitor] | -57.9%[inhibitor] | -95.0%[inhibitor] | -1.4% | 18.0% | 8.9 | i | -22.7%
CCCC(=O)Nc1ccc(C)c(O)c1 | 24.1% | 10.9% | 2.7% | 9.6% | 0.0% | -40.5% | -2.9 | i | -8.3%[57.5 µM]
O=C(NC1CC(=O)N(c2ccc3c(c2)OCCO3)C1)N1CCCCC1 (stereo unspecified) | 10.4% | -21.4% | -3.9% | -11.7% | 2.5% | 8.9% | 14.9 | i | i
NNC(=O)COc1ccc(C(F)(F)F)cc1 | -0.1% | 2.8% | 1.8% | -8.7% | -4.5% | -16.4% | -1.8 | i | i
COc1ccccc1NC(=O)CSc1nnnn1-c1ccc(F)cc1 | ? | -0.7% | -10.2% | 2.0% | 4.8% | 3.7% | -17.4 | i | -7.7%
O=C(NCc1nnnn1-c1ccc(F)c(F)c1)c1ccc2ccccc2c1 | ? | -4.4% | 14.4% | -1.0% | 13.0% | 3.3% | -11.2 | i | -21.4%
O=C(Nc1ccccc1Cl)C1(c2ccccc2)CC1(Cl)Cl (stereo unspecified) | ? | 12.1% | 6.1% | -11.2% | -9.6% | -0.5% | 6.5 | i | -15.7%
Cc1ccc(-c2nc(-c3ccccn3)sc2CC(=O)O)cc1 | 33.1%[activator] | 8.0% | 2.3% | 3.1% | -6.7% | -8.1% | 5.5 | i | 12.1%

The list is partial (hit frequency here may not be typical).
